HBB splice mod = alters splicing of the hemoglobin beta chain. HBB splicing reporter cell assay, activation; EGFP reporter with mutant IVS2-654 intron; response scale: normalised to 500 nM splice-correcting PNA. Potency, µM (doses to about 46.1 µM), for inactives: top-dose activation, hits mostly activators. 65,000 tested, 0.06% active; note: potency is the fitted concentration of half-maximal effect; 0% is about no effect
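Compounds were applied for 2 days to HeLa EGFP-654 cells, 500/well in Optimem with 2% FCS. The reporter's EGFP is disrupted by mis-splicing of beta-globin intron IVS2-654. Readout: summed well GFP fluorescence from 488 nm laser scanning; reference was 500 nM antisense […] 654 PNA.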
BRCT PPI red = BRCT-phosphoprotein interaction inhibition (red fluorophore); P38398; BRCT-phosphopeptide binding, red fluorescence polarization; Potency, µM (titrated, usually from 76.9 µM), for inactives: at the top dose activity change, negative = inhibition, hits mostly inhibitors; 75,000 tested, 0.03% active; AID 892; note: % is set by controls: 0 for no effect and ±100 for the full control effect
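Rhodamine-labelled pBACH1 10-mer (100 nM) bound to BRCT domain (100 nM) at pH 7.3; compounds incubated 12 min room temperature, polarization read. Free peptide defines full inhibition; unlabelled decapeptide titrated as control.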
A350 autofl = compound fluoresces in the Alexa 350 spectral region; Compound autofluorescence, 340/450 nm, Alexa 350 dye-equivalents; stronger effect = higher value; max dye-equivalent concentration, M; 59,000 tested, 11% active; AID 590; in the data active = max dye-equivalent concentration above about 10 nM; inconclusive = mostly about 1.1 nM to 9.6 nM
BRCT PPI green = BRCA1 BRCT-phosphoprotein interaction inhibition | AID 875 | 75,000 tested, 0.05% active | BRCA1 BRCT-phosphopeptide binding, green fluorescence polarization | P38398 | Potency, µM (series often up to 76.9 µM), inactives show at the top dose activity change, negative = inhibition, hits mostly inhibitors;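 note: potency is the fitted concentration of half-maximal effect; plate controls were peptide without protein for full effect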
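Compounds were incubated for 12 min at room temperature with a complex of 100 nM fluorescein-tagged pBACH1 decapeptide and 250 nM His-tagged BRCT protein. Buffer was phosphate pH 7.3 with EDTA, DTT and Tween 20. Disruption of binding lowers the polarization signal.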
UbGFP stabilizer = ubiquitin-GFP accumulation via proteasome inhibition | Ubiquitin-GFP reporter cells, proteasome inhibition, GFP fluorescence; response scale: untreated = 0%, 10 µM MG-132 = 100% | Potency, µM (titrated, usually from 45.9 µM), for the others: at the top dose activation (GFP accumulation), usual class: activators | 67,000 tested, under 10 active | AID 526; active = well fitted activation curve with a large enough effect, not every such curve was filed as active; inconclusive = small, poorly fitted or top-dose-only effect, or another doubt; inactive = no such curve, though single readings can be large or run the other way; note: potency is the fitted concentration of half-maximal effect
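GFP accumulation read-out: laser plate cytometry counting ubiquitin(G76V)-GFP-expressing U2OS cells after 4 hr compound exposure at 37 °C. Titrations spanned 46 uM to 2.9 nM; 0% = basal, 100% = 10 uM MG-132; concentration-response curves fitted.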
4-MU autofl = compound fluoresces in the 4-MU spectral region; 59,000 tested, 11% active; max dye-equivalent concentration, M; compound autofluorescence, 340/450 nm, 4-MU equivalents; stronger effect = higher value; in the data active = max dye-equivalent concentration above about 10 nM; inconclusive = mostly about 1.1 nM to 9.6 nM
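Compounds in 100 mM Tris, pH 8.0, sat 15 min at room temperature before fluorescence was read at 340 nm excitation/450 nm emission; a per-plate six-point 4-MU standard curve converted signals to dye-equivalent concentration at each compound concentration.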
Epigenetic mod = derepresses silenced GFP locus in mouse C127i cells; 68,000 tested, 0.09% active; mouse C127i GFP locus derepression, cytometry, 30 h; Potency, µM (series often up to 46.1 µM), inactives show at the highest dose GFP derepression (activation); note: % of control where 0% means no effect
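Locus derepression in mouse mammary C127i cells whose integrated CMV-GFP reporter is normally silent; GFP expression after 30 h compound treatment was quantified by counting fluorescent cells.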
ALOX15 inhib = 15-hLO (ALOX15) enzyme inhibition. P16050. Potency, µM (top dose mostly 57.1 µM), for inactives: at the top dose activity change, negative = inhibition, most hits filed as inhibitors. 74,000 tested, 1.4% active. AID 887. purified 15hLO-1, xylenol orange hydroperoxide absorbance; note: potency is the fitted concentration of half-maximal effect; % is set by controls: 0 for no effect and ±100 for the full control effect; nearly all actives have a fitted effect of over 55% in size
Target sequence (P16050 whole entry, looked up): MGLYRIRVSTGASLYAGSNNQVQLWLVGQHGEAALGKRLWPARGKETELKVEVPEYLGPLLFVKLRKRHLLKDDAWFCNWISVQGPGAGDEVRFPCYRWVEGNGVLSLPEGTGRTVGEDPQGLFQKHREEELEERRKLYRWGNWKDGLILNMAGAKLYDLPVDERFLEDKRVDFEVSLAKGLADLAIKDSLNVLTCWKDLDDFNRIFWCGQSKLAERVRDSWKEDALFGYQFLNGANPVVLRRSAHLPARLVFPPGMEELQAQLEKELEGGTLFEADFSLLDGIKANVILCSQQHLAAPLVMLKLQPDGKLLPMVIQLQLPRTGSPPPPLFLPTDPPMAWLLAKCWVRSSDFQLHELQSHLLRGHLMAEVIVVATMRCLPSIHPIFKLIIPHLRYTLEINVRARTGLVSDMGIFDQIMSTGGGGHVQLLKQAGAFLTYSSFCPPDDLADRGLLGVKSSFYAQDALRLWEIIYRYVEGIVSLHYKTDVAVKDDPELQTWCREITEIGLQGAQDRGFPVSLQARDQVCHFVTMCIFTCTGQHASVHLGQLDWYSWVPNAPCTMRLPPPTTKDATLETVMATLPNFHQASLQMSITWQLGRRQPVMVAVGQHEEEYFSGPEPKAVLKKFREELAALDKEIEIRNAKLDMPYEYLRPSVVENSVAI
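Compounds were preincubated 15 min at room temperature with 40 nM purified human enzyme (25 mM Hepes pH 7.5, 0.01% Triton X-100); 50 uM arachidonic acid reacted 6 min. Fe-xylenol orange detection, 30 min, absorbance ratio 573/405 nm.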
CRE-bla Fsk = alters forskolin-stimulated CRE reporter signaling in CHO cells | CHO CRE-bla reporter (cAMP response element driving beta-lactamase), forskolin EC10, beta-lactamase ratio | Potency, µM (highest dose often 38.2 µM), without a hit: at the top dose activity change, negative = inhibition, hits mostly activators | 71,000 tested, 2.5% active; active = well fitted activation curve with a large enough effect in the signal ratio, with a control signal flat, not every such curve was filed as active; inconclusive = small, poorly fitted or top-dose-only effect, or effect the other way, or a change in a side signal; the % refers to the signal ratio; note: potency is the fitted concentration of half-maximal effect; % of control where 0% means no effect
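The 460nm/530nm emission ratio after CCF4 loading defined %Activity, from which AC50 values were obtained. CRE-bla CHO cells received compound dilution series together with an EC10 level of NKH 477 for 3 hours at 37 degrees Celsius.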
Pol III holo inh = blocks replication by bacterial DNA polymerase III holoenzyme; Potency, µM (series often up to 57.1 µM), for the others: at the highest dose activity change, negative = inhibition; 71,000 tested, 0.25% active; AID 603; reconstituted DNA polymerase III holoenzyme replication, biochemical; note: potency is the fitted concentration of half-maximal effect; % is set by controls: 0 for no effect and ±100 for the full control effect
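Reconstituted *E. coli* holoenzyme (0.35 nM Pol III, 1 nM beta, 154 nM SSB, 2 nM primase) was preincubated with compound for 15 min at RT. Synthesis on 1.4 nM ssM13Gori ran 35 min, then was stopped with PicoGreen/EDTA and read as dsDNA fluorescence.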
Hsp90 Hop PPI = changes Hsp90-Hop TPR2A binding signal, up or down; 71,000 tested, 0.44% active; Potency, µM (highest dose often 57 µM), without a hit: at the highest dose activity change, negative = inhibition; AlphaScreen TPR2A-His6 binding biotin-Hsp90 C-terminal peptide; active = well fitted curve in either direction with a large enough effect; inconclusive = small, poorly fitted or top-dose-only effect, or another doubt; note: potency is the fitted concentration of half-maximal effect; % is set by controls: 0 for no effect and ±100 for the full control effect; many of its hits are not listed in these tables
The depositor's hits bear a star; i = inactive; ? = inconclusive; · = no result given; & = joins results of further samples; [ ] = dose if it differs, or a comment. Unless noted, calls come from the whole dose curve; as a rule, active = well fitted curve in the direction sought with a large enough effect; inconclusive = small, poorly fitted or top-dose-only effect, or another doubt; inactive = no such curve, though single readings can be large; an effect the other way counts as inactive or inconclusive.

1. c1cc2c(cc1C1CCCN1)OCCCO2 (configuration not stated)
2. CCOc1ccc(N(CC(=O)OC)S(=O)(=O)c2c(C)noc2C)cc1
3. CCOCCCNC(=O)CCNC(=O)c1cc(OC)c(OC)c(OC)c1
4. CC(=O)N1CCN(Cc2cc(=O)n3cc(Cl)c(C)c(Cl)c3n2)CC1
5. CCOCCn1c(=O)c2c(nc3n2CCN3c2ccc(CC)cc2)n(C)c1=O
6. Cc1cc(NC(=O)CN2CCN(c3ccccc3F)CC2)nc2c1c(=O)oc1ccccc12
Screen / compound no. | 1 | 2 | 3 | 4 | 5 | 6
HBB splice mod | 0.2%[57.5 µM] | 0.6% | 1.3%[1.84 µM] | -0.1%[57.5 µM] | 7.1%[0.369 µM] | 0.8%
BRCT PPI red | 1.2% | 0.9% | -0.1% | 0.4% | -0.5% | 1.1%
A350 autofl | i | · | ? | ? | i | ·
BRCT PPI green | -0.9% | -0.6% | 0.5% | -0.2% | -4.6% | 1.3%
UbGFP stabilizer | 5% | 4% | 0% | -5% | -1% | 7%
4-MU autofl | i | · | i | ? | i | ·
Epigenetic mod | 5% | · | 2% | 1% | 6% | ·
ALOX15 inhib | 2% | 2% | -5% | 3% | 15% | ?
CRE-bla Fsk | -7% | 4% | -4% | 13% | 6% | -2%
Pol III holo inh | -5% | -3% | -5% | 1% | -2% | 2%
Hsp90 Hop PPI | 0% | -2%[2.3 µM] | 2% | 0% | -5% | 0%

The final 4 entries of the part before lead into the next:
3. CCOCCCNC(=O)CCNC(=O)c1cc(OC)c(OC)c(OC)c1
4. CC(=O)N1CCN(Cc2cc(=O)n3cc(Cl)c(C)c(Cl)c3n2)CC1
5. CCOCCn1c(=O)c2c(nc3n2CCN3c2ccc(CC)cc2)n(C)c1=O
6. Cc1cc(NC(=O)CN2CCN(c3ccccc3F)CC2)nc2c1c(=O)oc1ccccc12
7. Cc1ccc(C)c2[nH]c(=O)c(CCNC(=O)c3ccc4c(c3)OCO4)cc12
8. CC(=O)N(CCO)Cc1cc2cc(C)cc(C)c2[nH]c1=O
9. COc1ccc(NC(=O)C2CCC(=O)N2)cc1 (configuration not stated)
10. Cc1ccc(C)c(C(=O)CCC(=O)Nc2cccnc2)c1
11. CCOc1ccc(-c2nnc3ccc(SCc4ccc(C(=O)OC)o4)nn23)cc1
12. CCOC(=O)CN1CC23C=CC(O2)C(C(=O)Nc2ccc(F)c(C)c2)C3C1=O (configuration not stated)
Screen / compound no. | 3 | 4 | 5 | 6 | 7 | 8 | 9 | 10 | 11 | 12
HBB splice mod | 1.3%[1.84 µM] | -0.1%[57.5 µM] | 7.1%[0.369 µM] | 0.8% | -0.6% | -4.5% | -0.6% | -0.7% | -1.0% | -0.3%
BRCT PPI red | -0.1% | 0.4% | -0.5% | 1.1% | -0.7% | -0.7% | 1.2% | -0.8% | -1.9% | -0.4%
A350 autofl | ? | ? | i | · | i | 2.6e-08M* | · | i | ? | ?
BRCT PPI green | 0.5% | -0.2% | -4.6% | 1.3% | -0.3% | -2.5% | -1.2% | -1.1% | 0.7% | -1.1%
UbGFP stabilizer | 0% | -5% | -1% | 7% | 11% | -2% | 10% | 0% | -13% | -5%
4-MU autofl | i | ? | i | · | i | 1.8e-08M* | · | i | ? | ?
Epigenetic mod | 2% | 1% | 6% | · | 4% | 1% | 0% | 0% | -1% | 0%
ALOX15 inhib | -5% | 3% | 15% | ? | -12% | 4% | -1% | -5% | -27% | 2%
CRE-bla Fsk | -4% | 13% | 6% | -2% | 1% | ? | 1% | 4% | 2µM* | -8%
Pol III holo inh | -5% | 1% | -2% | 2% | 0% | 3% | -12% | 1% | -5% | 4%
Hsp90 Hop PPI | 2% | 0% | -5% | 0% | 0% | -2% | 0% | 1% | 1% | -3%

13. Cc1ccc(CN2C(=O)CCC2C(=O)NCC2CCCO2)cc1 (configuration not stated)
14. O=C(CCn1c(=O)[nH]c2ccsc2c1=O)N1CC(=O)N(CCc2ccccc2)C(=O)C1
15. Cc1ccc(-c2nnn(Cc3nc(N)nc(N4CCOCC4)n3)n2)cc1
16. COc1ccc(C(=O)N2CCC3(CCN(Cc4ccccc4)CC3)CC2)cc1
17. CCCCN(C)CCCNC(=O)c1ccc(N2CCCC2=O)cc1
18. Cc1ccc(NC(=O)CSc2nnc(-c3ccccc3C)o2)cc1C
Screen / compound no. | 13 | 14 | 15 | 16 | 17 | 18
HBB splice mod | 0.5% | -0.3% | -1.1% | 0.8% | -1.6% | 0.4%
BRCT PPI red | -3.4% | -1.0% | 0.1% | 0.6% | -1.7% | -3.5%
A350 autofl | i | i | i | i | ? | i
BRCT PPI green | -0.9% | 1.7% | -2.2% | -1.4% | -3.4% | 0.4%
UbGFP stabilizer | -7% | -9% | 0% | 0% | 11% | 2%
4-MU autofl | i | i | i | i | 1e-08M* | i
Epigenetic mod | 6% | -1% | 10% | -2%[9.22 µM] | 1% | 0%
ALOX15 inhib | 2% | 2% | -3% | 3% | -4% | -12%
CRE-bla Fsk | 7% | -7% | 21% | -5% | -24% | ?
Pol III holo inh | 2% | -1% | -3% | -6% | -2% | -3%
Hsp90 Hop PPI | -2% | 2% | 0% | 0% | -2% | 2%

19. CC(C)C(c1nnnn1Cc1ccco1)N1CCN(C2CCCC2)CC1 (configuration not stated)
20. CCCCOCCO
21. COc1ccccc1N1CCN(CCCNC(=O)Nc2ccccc2C)CC1
22. Cc1ccccc1OCc1nnc(SCC(=O)Nc2ccc3c(c2)oc2ccccc23)n1C
23. CCSc1nnc(NC(=O)c2cccs2)s1
24. CCSc1nnc(NC(=O)c2nn(C(C)C)c(=O)c3ccccc23)s1
Screen / compound no. | 19 | 20 | 21 | 22 | 23 | 24
HBB splice mod | -1.5% | 1.7%&0.0% | -0.8% | -0.4% | -2.4%[9.22 µM] | -1.2%
BRCT PPI red | -0.1% | -2.0%&0.7% | -2.3% | 2.4% | -1.9% | -0.5%
A350 autofl | i | · | i | i | · | ?
BRCT PPI green | -0.1% | -1.8%&0.3% | -1.5% | -0.1% | -2.5% | -0.6%
UbGFP stabilizer | -4% | · | 7% | -4% | -3% | 2%
4-MU autofl | i | · | i | i | · | i
Epigenetic mod | 5% | · | -4% | -2% | -4% | 1%
ALOX15 inhib | ? | 2%&-6% | -19% | ? | 1% | -4%
CRE-bla Fsk | -16% | -6%&-12% | -7% | -8% | -1% | ?
Pol III holo inh | -1% | 1%&-3% | 3% | 9% | -11% | -7%
Hsp90 Hop PPI | ? | -2%&-1% | -7% | -2% | 2% | 3%

25. CCOC(=O)c1ccc(N(CC(=O)NC2CCCC2)C(=O)CNC(=O)c2ccco2)cc1
26. O=C(NCCN1CCOCC1)c1cc(=O)[nH]c2ccc(Br)cc12
27. CCCCNC(=O)Nc1cc(C(=O)OC)ccc1C
28. O=C(COc1ccc(S(=O)(=O)N2CCCCC2)cc1)NCc1ccncc1
29. CS(=O)(=O)N1CCC2(CCN(c3cccc(-c4ccccc4)c3)CC2)CC1
30. CC(C)CNC(=O)O
31. COc1ccccc1-c1ccc2ncnc(NCCN3CCOCC3)c2c1
32. Cc1cc2oc(C(=O)NCc3ccc4c(c3)OCO4)c(C)c2cc1C
Screen / compound no. | 25 | 26 | 27 | 28 | 29 | 30 | 31 | 32
HBB splice mod | · | -0.8% | -0.3%[9.22 µM] | 0.7% | 6.1% | 0.5%[9.22 µM] | -1.3% | -1.1%
BRCT PPI red | -0.7% | -2.0% | 0.6% | 0.7% | 0.5% | 1.0%[15.4 µM] | 0.6% | -1.5%
A350 autofl | i | ? | · | 1.4e-08M* | i | i | ? | i
BRCT PPI green | -3.8% | -1.2% | 1.3% | -0.8% | -2.3% | -1.1%[15.4 µM] | 2.3% | 3.1%
UbGFP stabilizer | 11% | 7% | 17% | -6% | -2% | 4%[9.17 µM] | 2% | -7%
4-MU autofl | i | ? | · | 1.2e-08M* | i | i | ? | i
Epigenetic mod | 1% | 5% | 0% | 0% | 0%[9.22 µM] | 10%[9.22 µM] | 2%[9.22 µM] | -3%
ALOX15 inhib | 10% | 12% | 7% | 5% | 3% | 2%[11.4 µM] | 9% | -14%
CRE-bla Fsk | 0% | 0% | -1% | -1% | -3% | 5%[7.6 µM] | ? | 21%
Pol III holo inh | -4% | 1% | -11% | -1% | -5% | -7%[11.4 µM] | -4% | 1%
Hsp90 Hop PPI | 0% | -3% | 0% | -1% | -2% | -3%[11 µM] | -4% | 1%

Assay outcomes: PubChem BioAssay, National Center for Advancing Translational Sciences (NCATS)
